SENP1 inh = inhibitors of human SENP1 SUMO protease catalytic domain | recombinant SENP1 catalytic domain, CyPet-SUMO1-YPet FRET cleavage | inhibition, % at 10 µM | 0.21% of 360,000 active | Q9P0U3;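 active means inhibition at least 30% at 10 µM, raw YFP signal under a set limit, fluorescence ratio 0.5 to 1.5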;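 further: 0% = enzyme with DMSO and 100% = no enzyme wells; some results filed as inactive read as strong as hits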
Target sequence (Q9P0U3 419-644 limits assumed): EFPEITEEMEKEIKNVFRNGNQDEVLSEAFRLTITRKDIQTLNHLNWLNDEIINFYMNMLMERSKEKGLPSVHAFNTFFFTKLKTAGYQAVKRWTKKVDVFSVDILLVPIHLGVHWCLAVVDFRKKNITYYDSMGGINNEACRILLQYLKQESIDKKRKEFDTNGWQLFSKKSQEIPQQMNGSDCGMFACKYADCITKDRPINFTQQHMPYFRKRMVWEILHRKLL
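Compound: 10 µM single point, 0.5% DMSO; Test system: hSENP1 catalytic domain, recombinant; Timing: 50 min reaction at room temperature; Technique: FRET, CFP and YFP emission; Control set: no-enzyme wells low, DMSO-plus-enzyme wells high control.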
* = called active by the depositor. An excerpt; rates above refer to the full screens.

SENP1 inh	Molecule
0.7	CN1C(=O)[C@H]2[C@@H](c3ccc(C(F)(F)F)cc3)N[C@]3(CCCN(Cc4ccc(Cl)cc4)C3=O)[C@H]2C1=O
-1.0	C[C@H](CO)N1C[C@H](C)[C@@H](CN(C)Cc2ccccc2F)Oc2ncc(Br)cc2C1=O
5.5	COc1cc(N2CCC(O)CC2)ccc1Nc1nnc(Cl)c(Nc2ccccc2S(C)(=O)=O)n1
-78.0	COC(=O)C1=CN(c2ccc(N3CCOCC3)cc2)C(N)=C(C#N)C1c1ccc(-c2ccccc2)cc1 (stereo not given)
0.1	COC(=O)[C@]12CCCCC=C1N(CCc1ccc(OC)c(OC)c1)C(=O)[C@H](CC(=O)N1CCC(c3ccccc3)CC1)C2
0.1	COc1cccc(-c2oc3c(c2C(=O)OCCN2CCCCC2)C(O)CCC3)c1 (stereo not given)
-1.2	NC(Cc1ccc(C(F)(F)F)cc1)c1csc(Nc2cnccn2)n1 (stereo not given)
-5.9	CCc1ccccc1NC(=O)CNC(=O)CCC(=O)c1cc(C)sc1C
3.1	O=C(CC[C@H]1O[C@@H](n2ccc(=O)[nH]c2=O)[C@H](O)[C@@H]1O)N[C@H](Cc1ccccc1)C(=O)NCc1ccc2c(c1)OCO2
-1.0	CC(C)CN1CCC(=O)NC1=S
1.6	O=[N+]([O-])c1ccccc1OCCCn1cnc2ccccc21
5.5	O=c1c(-c2ccccc2)nc2ccccc2n1C(c1ccccn1)c1nc2ccccc2[nH]1 (stereo not given)
-0.5	CC(C)(C)[C@H](NC(=O)c1ccc(N)c(Cl)c1)C(=O)N1CCC[C@H]1C(=O)N[C@H](C#N)CC(=O)O
-0.2	COc1cccc(C(O)c2nc(-c3cccc(NC(C)=O)c3)cs2)c1 (stereo not given)
-11.6	Cc1cccnc1C(NC(=O)C1CCN(CCCc2ccccc2)CC1)c1ccc(F)cc1 (stereo not given)
-0.3	COC(=O)[C@@]12C[C@@H](CC(=O)NCCCCc3ccccc3)C(=O)N(Cc3ccco3)C1=CCC(C)(C)C2
-6.3	CCC(C(=O)NC1CCCC1)n1c(-c2cc3ccccc3[nH]2)nc2ccccc21 (stereo not given)
-5.2	COc1cc(OC)cc(C2=Cc3ccccc3C(CC(C)=O)N2c2ccc(-c3cncnc3)cc2)c1 (stereo not given)
-12.2	COc1ccc(-c2cc3c(c4c2ccn4C)C2CCC3C2)cc1 (stereo not given)
-3.2	CCCC(=O)Nc1ccc(S(=O)(=O)N2CCc3ccccc32)cc1

Some of the entries so far, as labelled records:
COc1cccc(C(O)c2nc(-c3cccc(NC(C)=O)c3)cs2)c1 (stereo not given)
  SENP1 inh: -0.2

Cc1cccnc1C(NC(=O)C1CCN(CCCc2ccccc2)CC1)c1ccc(F)cc1 (stereo not given)
  SENP1 inh: -11.6

COC(=O)[C@@]12C[C@@H](CC(=O)NCCCCc3ccccc3)C(=O)N(Cc3ccco3)C1=CCC(C)(C)C2
  SENP1 inh: -0.3

Later entries:
SENP1 inh	Molecule
-2.2	O=C(COC(=O)/C=C/c1cccc(Br)c1)Nc1ccc(Cl)cn1
-3.4	Fc1ccc(-c2nc3ccc(Br)cn3c2Cc2ccsc2)cc1
0.5	CCOC(=O)C1(C)CCCN1C(=O)c1cccs1 (stereo not given)
-2.6	CC(C)NC(=O)C1(C)CSCC(=O)N1Cc1cccc(C(F)(F)F)c1 (stereo not given)
0.2	CC(=O)NCCNc1nc(NC(C)C)nc2ccsc12
1.0	Cc1cccc(Oc2ncccc2[N+](=O)[O-])c1C
17.6	Cc1cccc2sc(NNC(=O)c3ccc(S(=O)(=O)N4CCCC(C)C4)cc3)nc12 (stereo not given)
-0.6	Cc1sc(NC(=O)C2CC(=O)N(Cc3ccco3)C2)nc1-c1ccccc1 (stereo not given)
-38.8	O=C1/C(=C/N(C(=O)c2ccco2)c2ccc(Cl)cc2)Sc2ccccc21
-1.6	Fc1cccc(Cl)c1C1SCc2nc3ccccc3n21 (stereo not given)
0.3	c1ccc(SC23CC4CC(CC(C4)C2)C3)nc1
2.9	Cc1ccc(S(=O)(=O)N(C)c2ccc(C(=O)NC3CCCCC3)cc2)cc1
0.6	CNc1ncnc2c1ncn2[C@H]1CN(C2CCCC2)C[C@@H](CO)O1
1.1	Cc1ccc(CC2(C)C(=O)Nc3ccc(OC(F)(F)F)cc32)cc1 (stereo not given)
2.4	O=C(Nc1cccc(Br)c1)Oc1cccc2cccnc12
4.2	Nc1nnc(-c2ccc([N+](=O)[O-])o2)s1
0.4	CCOc1ccc(Cl)cc1-c1cc(C(=O)NCCOC)[nH]n1
-1.7	C=CCNC(=O)c1ccsc1N
10.1	CC(C)(C)c1ccc(CC(=O)N2CCC2(C)C(=O)Nc2cccc3c2CCCC3)cc1 (stereo not given)
1.5	COc1c(C=NNC(N)=O)c(OC)c(OC)c2c1CCO2
1.1	COc1ccccc1N1CCN(c2nc(C)nc3c2oc2ccccc23)CC1
4.1	O=C(CCCCC(=O)OCC1CCCO1)OCC1CCCO1 (stereo not given)
0.0	N#Cc1cccc(-c2csc(C(O)c3ccco3)n2)c1 (stereo not given)
1.1	CCCCCCn1cc(CN2CC(N(C)CC)CS2(=O)=O)nn1 (stereo not given)
-1.0	CCCCCCCCN1C(=O)[C@H](CC(=O)NCCCCc2ccccc2)C[C@@]2(C(=O)OCC)CCCC=C12
0.8	COC(=O)C[C@@H]1C[C@H]2c3cc(NC(=O)Nc4ccccc4F)ccc3O[C@H]2[C@H](CO)O1
3.2	O=C(Nc1cccc(C(=O)N2CCCCC2)c1)C1CCCC1
-7.6	O=[N+]([O-])c1ccc(Nc2ccc(F)cc2)nc1
1.3	C=C1C(=O)OC2C=C(CO)C3OC3C3OC3(C)CC(OC(=O)/C(=C/C)COC(C)=O)C12 (stereo not given)
3.5	COCCNC(=O)C1CCCN(C(=O)c2ccc3c(c2)C(C)(C)CCC3(C)C)CC1 (stereo not given)
0.2	CC1NC(=O)COC1c1ccccc1 (stereo not given)
5.0	CCOC(=O)C1=C[C@@H](C(C)(C)C)N(S(=O)(=O)c2ccc(C)cc2)[C@H]1c1cccc2ccccc12
4.6	CCCc1cc2c(cc1NC(=O)Cc1ccccc1)OCO2
3.7	CCc1ccc(C2CC3C(CN2S(=O)(=O)c2ccc(C)cc2)C(=O)CC(c2ccc(CC)cc2)N3S(=O)(=O)c2ccc(C)cc2)cc1 (stereo not given)
-0.1	CC(C)(C)S(=O)(=O)N1C[C@H]2CC/C=C\C/C=C\2[C@@H]1CCO
-7.0	Cc1ccc(S(=O)(=O)NCCC(=O)N2CCN(C/C=C/c3ccccc3)CC2)cc1
0.7	C[C@H](CO)N1C[C@H](C)[C@@H](CN(C)C(=O)Cc2ccccc2)OCc2cnnn2CCCC1=O
8.6	Cc1ccc2nsnc2c1S(=O)(=O)N(Cc1ccco1)Cc1cc2ccc(C)c(C)c2[nH]c1=O
-0.1	CCc1cc(C(=O)Nc2cc(S(=O)(=O)N3CCOCC3)ccc2N2CCN(CC)CC2)sc1C
-1.2	CC(C)C[C@H]1CNC(=S)N1CC1CCCN1C[C@H](Cc1ccccc1)N1C[C@H](Cc2ccc(O)cc2)N(CC2CCCCC2)C1=S (stereo not given in full)

The final two compounds of the part before are carried over, then new ones follow.
SENP1 inh	Molecule
-0.1	CCc1cc(C(=O)Nc2cc(S(=O)(=O)N3CCOCC3)ccc2N2CCN(CC)CC2)sc1C
-1.2	CC(C)C[C@H]1CNC(=S)N1CC1CCCN1C[C@H](Cc1ccccc1)N1C[C@H](Cc2ccc(O)cc2)N(CC2CCCCC2)C1=S (stereo not given in full)
-15.5	Cc1ccc2nc(-c3ccc(Cl)cc3)c(Cc3ccccn3)n2c1
3.3	COCc1cn(CC[C@@H]2CC[C@@H](NC(=O)Nc3ccc4c(c3)OCO4)[C@@H](CO)O2)nn1
-4.6	Cc1ccc(NC(=O)C(C)OC(=O)c2cc(=O)[nH]c3ccccc23)cc1S(=O)(=O)N1CCOCC1 (stereo not given)
-2.1	Cc1c2c(nc3ccccc13)OCC2
-10.6	Cc1ccc(Cc2c(-c3ccc(Cl)cc3)nc3c(Cl)cc(C(F)(F)F)cn23)cc1
3.0	COC(=O)C[C@H]1CC[C@@H](NC(=O)C2CC2)[C@@H](CO)O1
0.8	O=S(=O)(NN=C(c1ccccc1)c1ccccc1)c1ccccc1
3.9	O=C(NCc1ccc(Cl)c(Cl)c1)c1cc(C2CCCCN2C(=O)OCCF)on1 (stereo not given)
0.6	C=CCn1c2ccccc2c2nnc(SCC(=O)OC)nc21
2.0	O=C1NC[C@H](Cc2ccccc2)N(C[C@@H]2CCCN2C[C@H](Cc2ccc(O)cc2)N2C[C@H](Cc3ccc(O)cc3)N(CCc3ccccc3)C(=O)C2=O)C1=O
-37.5	CCc1nc2ccc(C(=O)NCCN3CCCC3)cn2c1N(C)Cc1ccc(OC)cc1
0.7	C[C@H]1CN([C@@H](C)CO)C(=O)CCCn2nncc2CO[C@H]1CN(C)S(=O)(=O)c1cccc(F)c1
0.0	CCCCCCn1cc(CN2CC(N3CCN(CCO)CC3)CS2(=O)=O)nn1 (stereo not given)
0.5	O=C(NCCc1ccccc1)c1cccc(NC(=O)C2CCCC2)c1
-1.5	C=CCCC(=O)N1C[C@H]2CCN(C)[C@H]2C[C@H]1c1ccc(Br)cc1
-2.3	NCc1csc(Nc2ccc(C(=O)c3ccccc3)cc2)n1
-1.6	CC#CCN(Cc1ccco1)C(=O)C1CCC(=O)N(CCc2cccc(F)c2)C1 (stereo not given)
0.4	Cc1ccc(-c2cnc(C(O)c3cc(Cl)cc(Cl)c3)[nH]2)cc1 (stereo not given)
0.4	COCC(=O)N(C)C[C@H]1Oc2cc(C#Cc3cccnc3)ccc2S(=O)(=O)N([C@H](C)CO)C[C@H]1C
-16.7	N#Cc1c(/N=C/c2ccc(Br)s2)sc2c1CCC2

5 compounds from above, arranged by number of heavy atoms, smallest number first:
SENP1 inh	Molecule
0.2	CC1NC(=O)COC1c1ccccc1 (stereo not given)
0.6	C=CCn1c2ccccc2c2nnc(SCC(=O)OC)nc21
10.1	CC(C)(C)c1ccc(CC(=O)N2CCC2(C)C(=O)Nc2cccc3c2CCCC3)cc1 (stereo not given)
-0.1	CCc1cc(C(=O)Nc2cc(S(=O)(=O)N3CCOCC3)ccc2N2CCN(CC)CC2)sc1C
-4.6	Cc1ccc(NC(=O)C(C)OC(=O)c2cc(=O)[nH]c3ccccc23)cc1S(=O)(=O)N1CCOCC1 (stereo not given)

More compounds follow:
SENP1 inh	Molecule
0.1	CC(=O)Nc1ccc(CN(C)c2c(C)nc3ccc(C(=O)NCCCn4ccnc4)cn23)cc1
2.7	Cc1cc2c(=O)oc(-c3ccccc3Br)nc2s1
1.3	CC1(C(=O)O)CCN1C(=O)c1ccccc1F (stereo not given)
3.7	Cc1cc2nc(-c3ccc(F)cc3)c(Cc3cccc(Cl)c3)n2c(C)c1Br
1.4	COc1ccc(S(=O)(=O)NC(=O)C2(C)CCN2C(=O)Cc2ccccc2Cl)cc1OC (stereo not given)
-18.7	COc1cc(N)c2ncccc2c1Cl
3.1	C/C(=N\NC(=O)Cc1ccc(Cl)cc1)c1ccccn1
-4.7	CCCCn1nnnc1C(c1cc2ccccc2o1)N1CCN(c2cc(C)nc3ccccc23)CC1 (stereo not given)
-0.8	Cc1ccc(C(O)c2ncc(-c3ccccc3F)[nH]2)c(C)c1 (stereo not given)
-0.4	COc1ccccc1CNS(=O)(=O)CCNCc1ccco1
-1.0	O=S1(=O)N[C@H](Cc2ccccc2)COc2cc(N3CCC[C@H]3CO)ccc21
1.0	C[C@@H]1CN([C@@H](C)CO)C(=O)c2cc(Br)cnc2O[C@H]1CN(C)Cc1ccc(-c2ccccc2)cc1
-33.4	O=[N+]([O-])c1ccc(NN=C(c2ccccc2)c2ccccc2)nc1
1.0	CC(C)(C)OC(=O)N1CCC[C@@H]1C(=O)NCc1ccccc1Cl
0.2	CCc1ccc2c(c1)NC(=O)C2(C)Cc1ccccc1 (stereo not given)
0.6	COC(=O)[C@]12CCCCC=C1N(Cc1ccc(Cl)cc1Cl)C(=O)[C@H](CC(=O)N1CCC(c3ccccc3)CC1)C2
0.6	CCCNC(=O)C[C@@H]1CC[C@@H]2[C@H](COC[C@H](O)CN2C(=O)c2cc(Cl)cc(Cl)c2)O1
-2.4	CCOC(=O)/C(=C(/C)N)C1CC(=O)NC1=O (stereo not given)
-2.0	O=C1NCCN1CCNc1nc(NCC2CC2)nc2cc(-c3ccccc3)sc12
-2.4	CCOC(=O)c1c(C)oc2c1c(CN1CCN(CCO)CC1)c(O)c1ccccc12
-1.4	CCOC(=O)C1CC2=C(CCCC2=O)NC1=O (stereo not given)
0.5	O=C1CCC(c2ccc3ccccc3c2)O1 (stereo not given)
1.2	CC1(C)CN(c2ccccc2)C(=O)[C@H]1CC(=O)Nc1ccccc1
-5.5	Cn1ccc2c(-c3cncc4ccccc34)cc3c(c21)C1CCC3O1 (stereo not given)
1.0	COc1ccc(CC(N)c2csc(NC(=O)Nc3cccc(C(F)(F)F)c3)n2)cc1 (stereo not given)
2.5	OC(Cc1ccncc1)c1ccccc1Cl (stereo not given)
-23.6	Nc1c(C(=O)NCc2ccco2)c2nc3ccccc3nc2n1CCc1ccccc1
5.9	COc1ccc(NC(=O)C[C@@H]2C(=O)N(c3ccc(OC)cc3)CC2(C)C)cc1
1.5	ON=C(c1ccccc1)c1ccc2c3c(cccc13)CC2
0.4	O=C(OCC#CCSc1nnc(-c2ccncc2)o1)c1sc2ccccc2c1Cl
1.0	O=C(N[C@@H]1CC[C@@H](CCNS(=O)(=O)c2ccc(Cl)cc2)O[C@@H]1CO)c1cccnc1
0.2	CN1CCN(c2ccc(-c3cccc4nccn34)cn2)CC1
-1.0	COc1ccc(C(C)C)cc1S(=O)(=O)Nc1cccnc1
0.8	O=c1[nH][nH]c2c1[C@H](CCc1cccc(Cl)c1)O[C@H](C1CC1)C2
1.6	O=C1NC[C@H](Cc2ccccc2)N(C[C@@H]2CCCN2C[C@H](Cc2ccc(O)cc2)N2C[C@H](Cc3ccccc3)N(CC3CCCCCC3)C(=O)C2=O)C1=O
-1.6	Fc1cccc(F)c1C(Nc1nncs1)Nc1nncs1
2.4	CCC(C)CN1C(=O)CSCC1(C)C(=O)NCc1ccccc1 (stereo not given)

Screening data: PubChem BioAssay, Sanford-Burnham Center for Chemical Genomics
